# ELG1 DNA repair: blocks ELG1-dependent DNA repair in HEK293T cells | HEK293T ELG1-luciferase reporter, luminescence, 16 h; DNA damage induced by 5-fluorouridine | Potency, µM (titrated, usually from 46.1 µM), without a hit: at the top dose activity change, negative = inhibition, hits mostly inhibitors | 330,000 tested, 2.3% active | AID 504467; also: potency is read from the fitted curve at half-maximal effect; % is scaled to controls: 0 for no effect and ±100 for the full control effect; nearly all actives have a fitted effect of over 55% in size
#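 Luminescence from the luciferase reporter, measured 30 min after ONE-Glo reagent at room temperature, was the read-out. Beforehand, 2,000 cells per well were exposed for 16 hr at 37 °C to 5-fluorouridine together with compound or vehicle.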
# Eya2 inh: blocks the phosphatase activity of human Eya2 | O00167 | recombinant Eya2, OMFP fluorescence dephosphorylation (OMFP is methylfluorescein phosphate) | Potency, µM (doses to about 76.9 µM), for inactives: top-dose activity, negative = inhibition, usual class: inhibitors | 330,000 tested, 0.006% active | AID 488837; also: potency is read from the fitted curve at half-maximal effect; % is scaled to controls: 0 for no effect and ±100 for the full control effect
#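 Eya2 (0.2 uM) preincubated 10 min at ambient with compound, then OMFP substrate added at 50 uM; 10 min reaction in 50 mM HEPES pH 7.5, 50 mM NaCl, 5 uM MgCl2, 0.05% BSA, 1 mM DTT. Fluorescence read at Ex 485/Em 525 nm.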
# a7 integrin act: activates integrin-mediated alleviation for muscular dystrophy; alpha7betagal myoblasts, beta-gal FDG fluorescence, 48 h; Potency, µM (top dose mostly 38.3 µM), for the others: top-dose activation, most hits filed as activators; 350,000 tested, 0.064% active; AID 624291;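 also: potency is read from the fitted curve at half-maximal effect; 100% = response of the positive control SU9516; nearly all actives have a fitted effect of over 60% in size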
#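 Alpha7betagal+/- myoblasts (passage 13) were plated 16-24 hr, then exposed to compounds (1:260 dilution of DMSO stock) for 48 hours at 37C. After MPER lysis, β-galactosidase reporter activity was read as FDG fluorescence (ex 480/em 540) after 30 minutes.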
# TSG101-PTAP inh: blocks PTAP/TSG101 interaction to inhibit HIV-1 budding; Fluorescence polarization, FITC-PTAP peptide / Tsg101 binding; Potency, µM (doses to about 115 µM), inactives show at the highest dose activity change, negative = inhibition, hits mostly inhibitors; 340,000 tested, under 10 active; active = well fitted inhibition curve with a large enough effect in the main read-out, with a control signal flat, not every such curve was filed as active; inconclusive = small, poorly fitted or top-dose-only effect, or effect the other way, or a change in a side signal; inactive = no such curve, though single readings can be large or run the other way; also: potency is read from the fitted curve at half-maximal effect; % of control where 0% means no effect
# Target sequence (Q99816 whole entry, looked up): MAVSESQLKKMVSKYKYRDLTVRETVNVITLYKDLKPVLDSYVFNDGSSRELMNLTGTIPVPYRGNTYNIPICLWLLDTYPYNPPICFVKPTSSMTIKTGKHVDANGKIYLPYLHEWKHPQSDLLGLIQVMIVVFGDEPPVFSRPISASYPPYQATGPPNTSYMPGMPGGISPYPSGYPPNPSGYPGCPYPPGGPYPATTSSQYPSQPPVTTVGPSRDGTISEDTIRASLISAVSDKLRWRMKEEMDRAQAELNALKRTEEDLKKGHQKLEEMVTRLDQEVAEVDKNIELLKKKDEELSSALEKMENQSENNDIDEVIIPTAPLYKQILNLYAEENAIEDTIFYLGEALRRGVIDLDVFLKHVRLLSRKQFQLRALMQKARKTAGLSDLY
#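 Fluorescence polarization binding of Tsg101 binding domain (10 uM final) to FITC-labeled PTAP peptide (50 nM final) in HEPES pH 7.5 buffer with NaCl, Tween 20, EDTA, TCEP. Compounds added before peptide; binding 20 min at RT.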
# Mito fusion yeast: mitochondrial division inhibition or fusion activation | 320,000 tested, 0.23% active | S. cerevisiae fusion-defective mutant growth rescue, CellTiterGlo 48 h | Potency, µM (top dose mostly 46.1 µM), for inactives: top-dose growth rescue (activation), usual class: activators;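 also: potency is read from the fitted curve at half-maximal effect; % of control where 0% means no effect; nearly all actives have a fitted effect of over 45% in size; temperature-sensitive fusion mutants such as fzo1-1 at 37 °C on non-fermentable ethanol glycerol medium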
#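 Growth-rescue viability read-out: after 48 h at the non-permissive 37C in glycerol/ethanol YPEG, yeast mitochondrial fusion mutants are measured by CellTiterGlo luminescence; compounds (23 nl pinned per well) restoring growth score as division inhibitors or fusion activators.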
# S-ASM inh: human S-ASM enzyme inhibition; AID 504937; placental ASM, HMU-PC fluorogenic substrate, 60 min; P17405; 340,000 tested, 0.006% active; Potency, µM (titrated, usually from 57.5 µM), for the others: at the highest dose activity change, negative = inhibition, actives largely listed as inhibitors; also: potency is read from the fitted curve at half-maximal effect
# Target sequence (P17405 47-631 limits assumed): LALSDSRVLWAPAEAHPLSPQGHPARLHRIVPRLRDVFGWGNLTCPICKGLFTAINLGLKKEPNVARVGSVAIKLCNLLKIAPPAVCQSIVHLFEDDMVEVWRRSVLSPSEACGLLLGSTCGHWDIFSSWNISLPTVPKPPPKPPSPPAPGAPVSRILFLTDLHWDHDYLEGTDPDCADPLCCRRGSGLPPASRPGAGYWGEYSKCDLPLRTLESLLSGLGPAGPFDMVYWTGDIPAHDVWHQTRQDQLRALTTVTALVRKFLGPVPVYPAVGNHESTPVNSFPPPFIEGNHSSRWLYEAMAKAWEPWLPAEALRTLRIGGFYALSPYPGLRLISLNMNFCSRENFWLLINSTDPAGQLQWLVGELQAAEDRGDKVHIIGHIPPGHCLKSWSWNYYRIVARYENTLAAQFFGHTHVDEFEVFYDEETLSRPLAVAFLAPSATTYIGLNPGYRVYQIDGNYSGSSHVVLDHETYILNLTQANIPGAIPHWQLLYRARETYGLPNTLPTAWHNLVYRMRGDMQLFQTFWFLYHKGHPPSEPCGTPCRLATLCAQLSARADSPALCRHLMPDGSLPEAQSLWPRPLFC
#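 Fluorogenic HMU-PC substrate (9 uM final) is turned over by placental ASM in 60 min at 37 C after a 10 min compound preincubation. Reaction ended by alkaline stop (pH 10), with fluorescence read at 386/447 nm.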
# TCR act: activates T cell receptor signaling. primary human leukocytes, anti-CD3, IL-2 HTRF, 48 h. Potency, µM (top dose mostly 9.22 µM), for inactives: at the highest dose activation of IL-2 secretion, usual class: activators. 330,000 tested, under 10 active; also: % of control where 0% means no effect
#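 Readout: HTRF IL-2, Eu-cryptate/d2 antibody pair, 320nm excitation, 665nm emission. Stimulus: a-CD3 beads, no co-stimulation. Cells: primary human leukocytes. Exposure: 48 hr with compound.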
# AT treatment: candidate therapy for ataxia-telangiectasia; Potency, µM (top dose mostly 57.5 µM), for the others: at the highest dose activation, most hits filed as activators; 320,000 tested, 0.19% active; AID 485349; […] A-T fibroblasts, KAP-1 phosphorylation AlphaLISA; neocarzinostatin DNA damage 30 min before lysis; also: potency is read from the fitted curve at half-maximal effect; % of control where 0% means no effect; nearly all actives have a fitted effect of over 45% in size
#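 hTERT-immortalized A-T patient fibroblasts ([…]), 500 cells/well in OPTI-MEM, 1% FBS, got compounds for 60 min, then NCS for 30 min at 37C. Lysates were then assayed for phospho-KAP-1 by AlphaLISA (anti-pKAP1 donor, anti-KAP1 acceptor beads), 6 hr at 25C.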
# TSHR antagonist: human thyrotropin receptor antagonism. P16473. TSHR-expressing cells, TSH-stimulated cAMP HTRF, 2 h; active compounds read low. activity change, negative = inhibition, % at 11.5 µM. 330,000 tested, 0.2% active. AID 504810;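 active = activity change below a set negative limit, meaning inhibition stronger than a set level, cut at about -70% in these data; inconclusive = activity change between two set negative limits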; also: % is scaled to controls: 0 for no effect and ±100 for the full control effect
#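 Competitive HTRF cAMP read-out (cryptate anti-cAMP antibody, cAMP-d2; 30 min, room temperature) in freshly harvested TSHR cells. Compounds added before TSH at EC80 (4nM final), followed by 2 hours' incubation at 37 deg C.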
# Tb PFK block: blocks T. brucei phosphofructokinase. O15648. T. brucei PFK, ADP-Glo luminescence. Potency, µM (highest dose often 57.5 µM), without a hit: at the highest dose activity, negative = inhibition, usual class: inhibitors. 330,000 tested, 0.17% active. AID 485367;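 also: potency is read from the fitted curve at half-maximal effect; 0% = uninhibited 1x PFK enzyme wells and -100% = no-enzyme wells; nearly all actives have a fitted effect of over 60% in size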
#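 ADP-Glo luminescence quantified ADP after 45 min at room temperature, with 1.25 nM T. brucei PFK, 0.1 mM ATP and 0.5 mM fructose-6-phosphate in pH 8.0 TEA buffer. qHTS titrations up to 57 µM; curves classified by quality.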
# BCR signal inh: inhibitors of chronic active B-cell receptor signaling. ABC-DLBCL IkBa-CBG/CBR reporter, luminescence ratio, 4 h. Potency, µM (top dose mostly 46.1 µM), without a hit: at the highest dose ratio change, negative = lower green/red ratio, actives largely listed as inhibitors. 340,000 tested, 0.05% active. AID 493014; active = well fitted inhibition curve with a large enough effect in the signal ratio, with a control signal flat, not every such curve was filed as active; inconclusive = small, poorly fitted or top-dose-only effect, or effect the other way, or a change in a side signal; the % refers to the signal ratio;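 also: potency is read from the fitted curve at half-maximal effect; plate controls were basal doxycycline-induced cells for no effect and cells given 10 µM MG132 for full effect; MG132 reads +100%, hits lower the ratio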
#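 Doxycycline induced both beetle luciferases in TMD8 lymphoma cells; IKK-driven degradation limits the IkappaBalpha-fused green signal, while red luminescence normalises for cell number and nonspecific effects. Compounds tested up to 46 uM, 4 hrs.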
# * marks the source's active call; other numbers are inactive results; ? = inconclusive; / = not tested or not shown; [ ] = another dose, or the depositor's remark. Unless noted, calls follow the shape of the dose curve; as a rule, active = well fitted curve in the direction sought with a large enough effect; inconclusive = small, poorly fitted or top-dose-only effect, or another doubt; inactive = no such curve, though single readings can be large; an effect the other way counts as inactive or inconclusive.
SMILES,ELG1 DNA repair,Eya2 inh,a7 integrin act,TSG101-PTAP inh,Mito fusion yeast,S-ASM inh,TCR act,AT treatment,TSHR antagonist,Tb PFK block,BCR signal inh
O=C(CS(=O)(=O)c1ccc(F)cc1)Nc1nnc(-c2cccs2)o1,?,23%,5%,-1%,0%,0%,-2%,-5%,6,1%,-26%
O=C(Cc1ccc([N+](=O)[O-])cc1)Nc1ccc2c(c1)C(=O)NC2=O,-7%,4%,5%,0%,3%,3%,-1%,3%,-12,-19%,?
CN(c1ccccc1)S(=O)(=O)c1cccc(C(=O)Nc2cccc(C(=O)NC3CC3)c2)c1,?,31%,-9%,0%,7%,/,-1%,2%,-27,4%,-7%
CCCN(CC(=O)Nc1ccc(Cl)cc1Cl)C(=O)/C=C/c1cccc([N+](=O)[O-])c1,?,-4%,-14%,0%,22%,-4%,0%[46.1 µM],-4%,13,1%,4%
CC(Nc1ccccc1)c1cccnc1 (stereo not given),2%,4%,12%,-4%,4%,1%,-81%,-3%,8,-6%,-3%
CCC(=O)N(Cc1cc2ccc(C)cc2n2nnnc12)C1CCCCC1,-24%,1%,8%,2%,5%,-1%,-1%[46.1 µM],/,-7,-3%,?
S=c1[nH]nc(-c2ccc(Br)cc2)n1-c1ccc(Br)cc1,2%,-11%,?,-17%,8%,-15%,0%,-3%,-3,0%,6%
COC(=O)c1c(C(=O)OC)c(-c2ccc(OC)cc2)n2c1CCC2,-26%,8%,-45%[inhibitor],-7%,3%,0%,-2%,-3%,3,0%,-1%
c1csc(-c2noc(CN3CCc4sccc4C3)n2)c1,?,-1%,37%,-2%,1%,3%,-9%,6%,-2,0%,?
NC1=NS(=O)(=O)NC1c1ccc(F)cc1 (stereo not given),4%,-4%,1%,-2%,-5%,1%,2%,3%,8,-9%,-14%
COc1cccc(CNc2nc3nc(C)cc(C)n3n2)c1,?,-22%,-6%,-12%,-3%,0%,-2%,-1%,2,25%,?
CCN(c1cccc(C)c1)S(=O)(=O)c1ccc2[nH]c(=O)c(=O)[nH]c2c1,0%,-2%,2%,-4%,-1%,-1%,3%,-5%,1,-1%,1%
CC(=O)/C(=N\Nc1ccccc1)Sc1cccc2cccnc12,-7%,-3%,36%,2%,16%,?,-6%,0%,-14,5%,3%
Cc1ccc(S(=O)(=O)N2CCOCC2)cc1NC(=O)COC(=O)c1ccccc1OCc1c(C)noc1C,?,-18%,-12%,1%,-5%,0%,-4%[46.1 µM],8%,-1,4%,-1%
Cc1ccc(NC(=O)Cn2ccc(=O)[nH]c2=O)cc1,?,11%,-22%,-1%,-3%,-2%,-2%,-4%,8,-1%,-4%

# Carrying on:
SMILES,ELG1 DNA repair,Eya2 inh,a7 integrin act,TSG101-PTAP inh,Mito fusion yeast,S-ASM inh,TCR act,AT treatment,TSHR antagonist,Tb PFK block,BCR signal inh
O=C(NCc1cccs1)c1cc(-c2ccccc2)nc2ccccc12,?,-25%,9%,-4%,?,-10%,1%[46.1 µM],11%,19,4%,-7%
COc1ccc(/C=N/NC(=O)c2cc(-c3ccccc3)nc3ccccc23)c(C(=O)O)c1OC,14%,6%,?,-1%,-1%,2%,-9%,-11%,0,2%,0%
Cc1cccc(N2CCN(C(=O)c3cccc(NC4=NC5CS(=O)(=O)CC5S4)c3)CC2)c1C (stereo not given),-2%,-10%,-9%,-4%,-3%,1%,2%,1%,-3,-1%,?
O=C(COc1ccc(F)cc1)Nc1ccc(-n2cnnn2)cc1,7%,2%,15%,-2%,5%,3%,-2%,14%,4,-15%,0%
Cc1ccc(NC(=O)NCc2ccc3[nH]c(C)cc3c2)cc1,23%,-3%,-15%,-4%,-2%,-6%,2%,-4%,-7,1%,-6%
Fc1ccc(NC(=S)N2CCn3cccc3C2c2cccnc2)cc1 (stereo not given),-6%,6%,-29%,-1%,1%,-1%,11%,2%,9,-4%,-20%
Cc1ccc(S(=O)(=O)CCC(=O)Nc2nnc(-c3ccc(F)cc3)o2)cc1,0%,-14%,-52%[inhibitor],1%,-7%,1%,4%,-6%,-8,-4%,-7%
Cc1ccc(NC(=O)CN(C)CC(=O)Nc2ccccc2Oc2ccccc2)cc1,-4%,-1%,4%,-4%,-1%,1%,1%,2%,0,-3%,-14%
O/N=C(\c1ccccc1)c1nccc2ccccc12,5%,2%,20%,-5%,5%,1%,6%,4%,-7,0%,-9%
COc1ccc(-c2c(C)cc3oc(=O)cc(-c4ccccc4)c3c2C)cc1,0%,2%,-4%,-5%,/,-1%,-5%[46.1 µM],12%,-19,-6%,?
CCCCCNc1nc(-c2ccccc2)cs1,?,-18%,/,/,0%,/,/,2%,-11,0%,?
O=C(NCCO)c1cc2ccccc2c(=O)s1,8%,10%,7%,-4%,1%,-2%,-2%,-6%,-4,0%,1%
COc1cccc(C(=O)/C=C/Nc2ccc(S(=O)(=O)Nc3cc(OC)nc(OC)n3)cc2)c1,14%,-1%,24%,2%,24%,394%[activator],-13%,0%,-5,7%,0%
Cc1ccc(N2CC(C(=O)NCc3ccc4c(c3)OCO4)CC2=O)cc1C (stereo not given),-1%,7%,7%,-3%,-1%,-2%,2%,1%,8,-7%,?
COc1ccc(-c2coc3c(C)c4oc(=O)c(CC(=O)O)c(C)c4cc23)cc1,-5%,3%,15%,1%,5%,74%[activator],-1%,0%,-9,4%,0%

# Further structures:
SMILES,ELG1 DNA repair,Eya2 inh,a7 integrin act,TSG101-PTAP inh,Mito fusion yeast,S-ASM inh,TCR act,AT treatment,TSHR antagonist,Tb PFK block,BCR signal inh
Cc1ccccc1C(=O)c1cccn1CC(=O)NC(C)CCc1ccccc1 (stereo not given),6%,-8%,0%,0%,14%,-2%,-2%,6%,-8,-1%,-7%
Cc1cc(C)cc(N(C(=O)c2nsc(Cl)c2Cl)C(C(=O)NC2CCCC2)c2ccc(O)cc2)c1 (stereo not given),-28%,-4%,-3%,0%,-3%,-2%,-1%,-2%,-5,-1%,5%
CC(C)c1ccc(C(=O)NCCCN2CCOCC2)cc1,?,1%,7%,-2%,0%,3%,2%,-3%,-6,-6%,0%
CCN(CC(=O)NCc1ccc(Cl)cc1)Cc1cc(=O)n2ccsc2n1,4%,-7%,9%,1%,1%,0%,-3%,-1%,-2,-7%,-1%
O=C(Nc1ccccc1)C1CC(O)CN1S(=O)(=O)c1ccc([N+](=O)[O-])cc1 (stereo not given),-1%,-5%,-25%,-8%,3%,3%,1%,2%,-3,-1%,?
O=C(Nc1ccc(F)c(Cl)c1)Nc1ccc(Cl)cn1,?,-4%,22%,0%,8%,-3%,1%,1%,5,-13%,?
COC(=O)c1ccc(OCC(O)CN2CCN(C(=O)c3ccco3)CC2)cc1 (stereo not given),?,-3%,32%,2%,-30%,0%,-4%,1%,3,2%,3%
COc1cccc(NC(=O)c2ccccc2)c1,?,-9%,13%,/,-9%,0%,-5%,33%,2,0%,?
O=C(CNCC1CCCO1)Nc1ccccc1N1CCOCC1 (stereo not given),4%,-2%,5%[7.66 µM],-6%,1%,2%,2%,-4%,7,2%,-1%
Cc1nn(C)c(N)c1[N+](=O)[O-],-9%,-1%,?,-3%,-5%,-2%,9%,-1%,18,-2%,0%
c1ccc(OCc2nc3ccccc3[nH]2)cc1,?,0%,19%,-9%,-8%,4%,-2%,-18%,6,-8%,?
CC1=CCC2COC(c3ccc[n+](Cc4ccccc4)c3)C1C2 (stereo not given),-20%,7%,-31%,2%,-7%,1%,-1%,0%,10,5%,1%
O=C(CC1C(=O)NCCN1Cc1cccc(Oc2ccccc2)c1)NCCc1cscn1 (stereo not given),-14%,-2%,21%,-5%,5%,1%,-9%,-9%,4,0%,-1%
Nn1c(SCc2cccc(Br)c2)nnc1-c1ccncc1,?,13%,2%,-3%,5%,1%,-9%,-9%,-9,-12%,4%

# Compound activity as filed in PubChem BioAssay.
